Screening data as filed in PubChem BioAssay.
EBI2 antag: EBI2 receptor antagonists, beta-arrestin recruitment, primary screen, cell-based, luminescence, 7a,25-OHC stimulation, uHTS; G-protein coupled receptor 183 (Homo sapiens), P32249; 7a,25-OHC stimulated; inhibition, % at 5 µM; 360,000 compounds, 0.81% hits; in the data active = inhibition above about 38%;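 note: enzyme fragment complementation signal reports receptor beta-arrestin coupling in cells; 0% = agonist plus DMSO wells and 100% = wells without agonist; some results beyond the cut were filed as inactive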
Target sequence (P32249 whole entry, looked up, the tested form may be a part): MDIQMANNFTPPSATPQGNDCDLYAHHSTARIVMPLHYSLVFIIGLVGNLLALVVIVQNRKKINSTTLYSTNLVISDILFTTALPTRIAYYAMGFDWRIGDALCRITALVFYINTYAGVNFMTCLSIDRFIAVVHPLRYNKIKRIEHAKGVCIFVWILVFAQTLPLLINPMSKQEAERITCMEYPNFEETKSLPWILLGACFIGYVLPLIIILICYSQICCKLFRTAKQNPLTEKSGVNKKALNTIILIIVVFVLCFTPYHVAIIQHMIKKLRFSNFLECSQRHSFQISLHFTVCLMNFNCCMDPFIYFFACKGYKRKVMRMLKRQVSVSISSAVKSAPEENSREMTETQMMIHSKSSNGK
Jurkat NFkB inh: inhibitors of induced NF-kB luciferase reporter, primary screen, TCR NF-kB activation inhibitor project, cell-based, luminescence, uHTS | Jurkat, PMA/ionomycin-induced NF-kB luciferase reporter | inhibition, % at 4 µM | 330,000 compounds, 0.53% hits | AID 435003, 2010
Apaf1 inhib: inhibitors of human Apaf-1 apoptosome, primary screen, biochemical, DEVD-Rh110 fluorescence, uHTS | inhibition, % at 20 µM | Apoptotic protease-activating factor 1 (Homo sapiens), O14727 | reconstituted apoptosome caspase-3 activity | 330,000 compounds, 0.71% hits; active = inhibition of at least 40% at 20 µM;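 note: plate controls were DMSO wells for no effect and DEVD-CHO caspase inhibitor wells for full effect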
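Material: reconstituted apoptosome with Apaf-1, cytochrome c, caspase-9, procaspase-3, dATP. Technique: Rh110 fluorescence intensity. Buffer or medium: pH 7.5 Hepes buffer with CHAPS, BSA, DTT. Times: 30 min plus 50 min, RT.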
CCR6 antagonist: CCR6 receptor antagonists, primary screen, cell-based, CHO-K1, luminescence, beta-arrestin, uHTS. C-C chemokine receptor type 6 (Homo sapiens), P51684. CHO-K1 CCR6 PathHunter beta-arrestin, CCL20-stimulated. inhibition, % at 20 µM. 340,000 compounds, 0.49% hits;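 active = compounds whose inhibition of the agonist-driven luminescence signal at 20 µM reaches about 50%, limit read from the data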;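 note: cells stimulated with CCL20 at 14 nM final; plate controls were DMSO with CCL20 for no effect and DMSO without agonist for full effect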
Target sequence (P51684 whole entry, looked up): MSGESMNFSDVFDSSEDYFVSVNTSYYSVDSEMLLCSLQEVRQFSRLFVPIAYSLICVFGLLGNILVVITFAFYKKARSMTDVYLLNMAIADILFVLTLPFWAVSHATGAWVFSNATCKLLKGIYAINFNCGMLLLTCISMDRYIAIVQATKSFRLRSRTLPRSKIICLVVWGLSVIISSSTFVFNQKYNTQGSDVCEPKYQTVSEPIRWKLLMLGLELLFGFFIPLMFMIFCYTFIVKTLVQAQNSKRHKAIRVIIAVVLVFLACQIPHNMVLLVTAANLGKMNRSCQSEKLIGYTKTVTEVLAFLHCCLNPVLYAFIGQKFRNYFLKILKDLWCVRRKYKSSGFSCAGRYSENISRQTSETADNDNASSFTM
Gli-Sufu antag: Gli-Sufu pathway antagonists, primary screen, luciferase luminescence, Sufu-KO-LIGHT cells, uHTS | inhibition, % at 5 µM | 340,000 compounds, 0.74% hits | Sufu-KO-LIGHT fibroblasts, Gli luciferase reporter luminescence;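 active = inhibition above about 55%, limit read from the data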;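 note: 0% = DMSO-treated cells and 100% = wells with medium but no cells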
UBC13 inh: UBC13 polyubiquitin chain formation inhibitors, primary screen, biochemical, TR-FRET, uHTS; 330,000 compounds, 0.47% hits; AID 485273, 2010; inhibition, % at 20 µM; in the data active = inhibition above about 45%, passing the limit was not always enough
Target sequence (P61088 whole entry, looked up): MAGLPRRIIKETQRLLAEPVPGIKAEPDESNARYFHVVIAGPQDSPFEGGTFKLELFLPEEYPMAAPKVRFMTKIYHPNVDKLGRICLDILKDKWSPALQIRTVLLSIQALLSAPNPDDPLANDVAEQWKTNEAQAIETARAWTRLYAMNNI
697 NFkB inh: inhibitors of PMA/ionomycin-induced NF-kB reporter, 697 cells, primary screen, B-cell NF-kB inhibitor project, cell-based, luminescence, uHTS. 697 B-cell NF-kB luciferase reporter, 16 h. inhibition, % at 4 µM. 330,000 compounds, 0.33% hits. AID 435022, 2010; in the data active = inhibition above about 35%
SENP8 block: SENP8 protease inhibitors, primary screen, biochemical, luminescence; Sentrin-specific protease 8 (Homo sapiens), Q96LD8; purified SENP8, Z-RLRGG-aminoluciferin cleavage; inhibition, % at 10 µM; 330,000 compounds, 1.2% hits; AID 2540, 2010
The depositor's hits bear a star. Cut-off read from the data, not from the text of the source, unless noted: active = inhibition above about 50%; inactive = the rest. This is a subset; rates above refer to the full screens.

`Cc1c(OCC(=O)NCc2cccnc2)ccc2c3c(c(=O)oc12)CCC3` gave EBI2 antag 3, Jurkat NFkB inh 2, Apaf1 inhib 5, CCR6 antagonist -3, Gli-Sufu antag 3, UBC13 inh 2, 697 NFkB inh 0 and SENP8 block 0.
O=[N+]([O-])c1ccc(N2CCCC2)cc1N1CCCC1 was read as EBI2 antag -8, Jurkat NFkB inh -6, Apaf1 inhib 26, CCR6 antagonist 24, Gli-Sufu antag 9, UBC13 inh -110, 697 NFkB inh -22 and SENP8 block 2.
Screening COc1ccccc1CCC(=O)NNC(=O)c1ccncc1 returned EBI2 antag 0, Jurkat NFkB inh 6, Apaf1 inhib 1, CCR6 antagonist 1, Gli-Sufu antag 18, UBC13 inh 0, 697 NFkB inh -2 and SENP8 block -3.
For CS(=O)(=O)NCCSCc1c(F)cccc1Cl the results were EBI2 antag -11, Jurkat NFkB inh 12, Apaf1 inhib -13, CCR6 antagonist 4, Gli-Sufu antag 8, UBC13 inh 7, 697 NFkB inh 6 and SENP8 block 5.
`CCc1nccn1S(=O)(=O)c1cc(OC)ccc1OC` gave EBI2 antag 8, Jurkat NFkB inh -19, Apaf1 inhib 4, CCR6 antagonist -2, Gli-Sufu antag -14, UBC13 inh -10, 697 NFkB inh -10 and SENP8 block -2.
Screening COc1cc(NC(=O)c2ccccc2Cl)c(OC)cc1NC(=O)CN1CCOCC1 returned EBI2 antag 7, Jurkat NFkB inh -6, Apaf1 inhib -2, CCR6 antagonist 3, Gli-Sufu antag -4, UBC13 inh -10, 697 NFkB inh 2 and SENP8 block -5.
`O=C(CSc1nc2ccccc2c(=O)[nH]1)N1CCOCC1` gave EBI2 antag -9, Jurkat NFkB inh -4, Apaf1 inhib -16, CCR6 antagonist -15, Gli-Sufu antag 2, UBC13 inh -2, 697 NFkB inh 0 and SENP8 block 10.
Screening COc1ccccc1NC(=O)CCN1CCN(c2ccc(Cl)cc2)CC1 returned EBI2 antag 1, Jurkat NFkB inh 10, Apaf1 inhib 1, CCR6 antagonist 16, UBC13 inh -6, 697 NFkB inh -10 and SENP8 block -14.
Screening O=C(NNc1c(F)c(F)cc(F)c1F)c1ccco1 returned EBI2 antag -10, Jurkat NFkB inh -17, Apaf1 inhib 0, CCR6 antagonist 4, Gli-Sufu antag -2, UBC13 inh 2, 697 NFkB inh 11 and SENP8 block 2.
For CCN(C(=O)c1cc(Cl)ccc1OC)c1ccccc1C the results were EBI2 antag 4, Jurkat NFkB inh 6, Apaf1 inhib 4, CCR6 antagonist 9, Gli-Sufu antag 5, UBC13 inh -6, 697 NFkB inh 17 and SENP8 block 3.
Screening CN1C2CCC1CC(NC(=O)c1ccc(Cl)cc1)C2 (stereo not given) returned EBI2 antag -12, Jurkat NFkB inh -8, Apaf1 inhib -7, CCR6 antagonist 10, Gli-Sufu antag -5, UBC13 inh -2, 697 NFkB inh 9 and SENP8 block -14.
Screening NC(=O)c1c(/N=C/c2cccs2)sc2c1CCCC2 returned EBI2 antag 8, Jurkat NFkB inh -22, Apaf1 inhib -11, CCR6 antagonist 1, Gli-Sufu antag -29, UBC13 inh 6, 697 NFkB inh -64 and SENP8 block -3.
`Cn1c(=O)c(C(=O)NCc2ccc(F)cc2)c(O)c2ccccc21` gave EBI2 antag -8, Jurkat NFkB inh -9, Apaf1 inhib 12, CCR6 antagonist 2, Gli-Sufu antag 26, UBC13 inh 16, 697 NFkB inh -8 and SENP8 block -1.
Screening CCn1c(SCC(=O)NC(C)(C)C)nc(O)cc1=O returned EBI2 antag 9, Jurkat NFkB inh 4, Apaf1 inhib -6, CCR6 antagonist -6, Gli-Sufu antag 2, UBC13 inh -11, 697 NFkB inh -18 and SENP8 block -1.
`CN(CC(=O)Nc1ccc(Cl)cc1)C(=O)c1ccc(-n2cncn2)c([N+](=O)[O-])c1` gave EBI2 antag -8, Jurkat NFkB inh 7, Apaf1 inhib 0, CCR6 antagonist -5, Gli-Sufu antag -9, UBC13 inh -6, 697 NFkB inh 0 and SENP8 block 9.
COc1ccc(S(=O)(=O)N2CC(O)CC2C(=O)OCc2nc3sc(C)c(C)c3c(=O)[nH]2)cc1 (stereo not given) was read as EBI2 antag 1, Jurkat NFkB inh -4, Apaf1 inhib 0, CCR6 antagonist 9, Gli-Sufu antag -14, UBC13 inh -6, 697 NFkB inh -31 and SENP8 block -12.
For COc1ccccc1Oc1cc(F)nc(N)n1 the results were EBI2 antag 1, Jurkat NFkB inh 7, Apaf1 inhib -18, CCR6 antagonist 7, Gli-Sufu antag 2, UBC13 inh 18, 697 NFkB inh 24 and SENP8 block 3.
For Cc1ccccc1-c1nc(CN2CCC(C(=O)NCCCN3CC(C)CC(C)C3)CC2)c(C)o1 (stereo not given) the results were EBI2 antag 12, Jurkat NFkB inh 10, Apaf1 inhib 5, CCR6 antagonist 9, Gli-Sufu antag 12, UBC13 inh 5, 697 NFkB inh 16 and SENP8 block -2.
COC(=O)c1ccc(/C=N/OCC(=O)NCCc2ccc(OC)c(OC)c2)cc1 was read as EBI2 antag 29, Jurkat NFkB inh 3, Apaf1 inhib 0, CCR6 antagonist -1, Gli-Sufu antag -22, UBC13 inh 4, 697 NFkB inh -1 and SENP8 block -2.
`Cc1cc(=O)oc2c(C)c(OCC(=O)NC3CC(C)(C)NC(C)(C)C3)ccc12` gave EBI2 antag -6, Jurkat NFkB inh -17, Apaf1 inhib -12, CCR6 antagonist 11, Gli-Sufu antag -12, UBC13 inh -2, 697 NFkB inh 5 and SENP8 block -3.
For CC1C/C(=N\NC(=O)c2ccc(NS(=O)(=O)c3ccc(Br)cc3)cc2)CC(C)(C)C1 (stereo not given) the results were EBI2 antag -1, Jurkat NFkB inh 8, Apaf1 inhib 4, CCR6 antagonist -3, Gli-Sufu antag -1, UBC13 inh -9, 697 NFkB inh 16 and SENP8 block 2.
Screening COc1ccccc1NC(=S)N(Cc1ccc(C(=O)O)cc1)Cc1ccc(OC)c(OC)c1 returned EBI2 antag -4, Jurkat NFkB inh -5, Apaf1 inhib 7, CCR6 antagonist -2, Gli-Sufu antag -3, UBC13 inh -5, 697 NFkB inh 10 and SENP8 block -3.
Screening COc1cc(NC(=O)CSc2nc(C)cs2)cc(OC)c1 returned EBI2 antag 1, Jurkat NFkB inh -5, Apaf1 inhib 3, CCR6 antagonist 8, Gli-Sufu antag -4, UBC13 inh -8, 697 NFkB inh -11 and SENP8 block -3.
CN(CCNC(=O)C1CCCN(c2ncnc3c2nc2n3CCCCC2)C1)Cc1ccccc1 (stereo not given) was read as EBI2 antag -16, Jurkat NFkB inh -4, Apaf1 inhib -6, CCR6 antagonist 7, Gli-Sufu antag 23, UBC13 inh 20, 697 NFkB inh -8 and SENP8 block 1.
`COc1ccc(NS(=O)(=O)c2cccc(C(=O)Nc3cccc(C(=O)O)c3)c2)cc1` gave EBI2 antag -11, Jurkat NFkB inh 6, Apaf1 inhib 1, CCR6 antagonist -6, Gli-Sufu antag 2, UBC13 inh -11, 697 NFkB inh -13 and SENP8 block -1.
Screening CCOC(=O)C(C)c1ccc2cc(OC)ccc2c1 (stereo not given) returned EBI2 antag -2, Jurkat NFkB inh 0, Apaf1 inhib -4, CCR6 antagonist 3, Gli-Sufu antag -19, UBC13 inh 7, 697 NFkB inh -1 and SENP8 block 0.
Screening COc1ccccc1CNC(=O)COc1ccc(C)cc1 returned EBI2 antag 5, Jurkat NFkB inh 6, Apaf1 inhib 1, CCR6 antagonist 11, Gli-Sufu antag 11, UBC13 inh 3, 697 NFkB inh -2 and SENP8 block 6.
For CN(Cc1ccccc1F)C(=O)CCNC(=O)c1ccc(C(C)(C)C)cc1 the results were EBI2 antag -5, Jurkat NFkB inh -8, Apaf1 inhib 13, CCR6 antagonist 6, Gli-Sufu antag -8, UBC13 inh 5, 697 NFkB inh 15 and SENP8 block -7.
For Cc1ccc(S(=O)(=O)N2[C@@H](c3cccc(Cl)c3)C(C(=O)O)=CC[C@H]2c2cccc(C)c2)cc1 the results were EBI2 antag 2, Jurkat NFkB inh -2, Apaf1 inhib 11, CCR6 antagonist 1, Gli-Sufu antag 5, UBC13 inh -26, 697 NFkB inh 15 and SENP8 block -1.
Screening CCC(CC)c1nnc(NC(=O)Oc2ccccc2)s1 returned EBI2 antag -2, Jurkat NFkB inh -2, Apaf1 inhib -1, CCR6 antagonist -6, Gli-Sufu antag -3, UBC13 inh 0, 697 NFkB inh 2 and SENP8 block -4.
For COc1ccc(CN2CCN(Cc3ccc(CO)o3)CC2CCO)cc1C (stereo not given) the results were EBI2 antag 1, Jurkat NFkB inh -2, Apaf1 inhib -1, CCR6 antagonist -6, Gli-Sufu antag 11, UBC13 inh 5, 697 NFkB inh 9 and SENP8 block 1.
Screening O=C(Nc1ccc(O)cc1C(=O)O)c1cccc(Br)c1 returned EBI2 antag -6, Jurkat NFkB inh -17, Apaf1 inhib 18, CCR6 antagonist 3, Gli-Sufu antag 0, UBC13 inh -6, 697 NFkB inh -12 and SENP8 block 88*.
For Cc1ccc(C)c(-n2c(N)c(C(N)=O)sc2=S)c1 the results were EBI2 antag -5, Jurkat NFkB inh -11, Apaf1 inhib 9, CCR6 antagonist 17, Gli-Sufu antag -30, UBC13 inh -13, 697 NFkB inh -11 and SENP8 block -1.
For COc1cc(Cl)c(C)cc1NC(=O)Cc1cccs1 the results were EBI2 antag 1, Jurkat NFkB inh 1, Apaf1 inhib -1, CCR6 antagonist 11, Gli-Sufu antag -18, UBC13 inh 8, 697 NFkB inh 13 and SENP8 block -21.
For CN(c1ccccc1)S(=O)(=O)c1ccc(C(=O)NCc2cccs2)cc1 the results were EBI2 antag 1, Jurkat NFkB inh 2, Apaf1 inhib 7, CCR6 antagonist 15, Gli-Sufu antag 7, UBC13 inh -7, 697 NFkB inh -18 and SENP8 block 3.
`Cc1cc(C)c2[nH]c(=O)c(C(c3nnnn3CC3CCCO3)N3CCCC(C)C3)cc2c1` (stereo not given) gave EBI2 antag -5, Jurkat NFkB inh 6, Apaf1 inhib -3, CCR6 antagonist 7, Gli-Sufu antag 7, UBC13 inh -6, 697 NFkB inh 1 and SENP8 block -5.
Screening COc1cc(CN2CCN(CC#Cc3ccccc3)CC2CCO)cc(OC)c1 (stereo not given) returned EBI2 antag 6, Jurkat NFkB inh -2, Apaf1 inhib 2, CCR6 antagonist 22, Gli-Sufu antag 57*, UBC13 inh -1, 697 NFkB inh 0 and SENP8 block -2.
Screening CC/C(Cc1ccccc1)=N/NC(=O)CNC(=O)c1ccc(Cl)cc1Cl returned EBI2 antag 0, Jurkat NFkB inh 3, Apaf1 inhib 9, CCR6 antagonist 3, Gli-Sufu antag -1, UBC13 inh 4, 697 NFkB inh 12 and SENP8 block -3.
Screening S=c1nc(C2CCCCC2)[nH][nH]1 returned EBI2 antag -1, Jurkat NFkB inh 13, Apaf1 inhib -6, CCR6 antagonist 4, Gli-Sufu antag 4, UBC13 inh 7, 697 NFkB inh 6 and SENP8 block -2.

Arranged by SMILES length (lowest first): some entries from above
For COc1cc(Cl)c(C)cc1NC(=O)Cc1cccs1 the results were EBI2 antag 1, Jurkat NFkB inh 1, Apaf1 inhib -1, CCR6 antagonist 11, Gli-Sufu antag -18, UBC13 inh 8, 697 NFkB inh 13 and SENP8 block -21.
Screening O=C(Nc1ccc(O)cc1C(=O)O)c1cccc(Br)c1 returned EBI2 antag -6, Jurkat NFkB inh -17, Apaf1 inhib 18, CCR6 antagonist 3, Gli-Sufu antag 0, UBC13 inh -6, 697 NFkB inh -12 and SENP8 block 88*.
`Cc1cc(C)c2[nH]c(=O)c(C(c3nnnn3CC3CCCO3)N3CCCC(C)C3)cc2c1` (stereo not given) gave EBI2 antag -5, Jurkat NFkB inh 6, Apaf1 inhib -3, CCR6 antagonist 7, Gli-Sufu antag 7, UBC13 inh -6, 697 NFkB inh 1 and SENP8 block -5.
